T cell modulator = modulators of CD8 T cell-vesicle binding, primary screen, mouse 2C CD8+ T cells, flow cytometry; 2C CD8+ T cell-vesicle binding; stronger effect = lower value; calls only at 7 µM; hit rate 0.068% among 330,000; AID 2052, 2009;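 active = response, share of CD8 T cells binding vesicles, and their 90th percentile fluorescence all below set limits, cut at about 80% in these data, passing the limit was not always enough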
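Material: murine 2C transgenic CD8+ T lymphocytes / Also added: QL9-peptide-loaded Drosophila micro-vesicles bearing Ld, ICAM-1 and B7-1 / Schedule: binding step 1.5 h, 37 °C, antibody labelling 20 min, ice / Signal: flow cytometry, PE anti-B7-1 (FL2) versus Alexa647 anti-CD8 (FL8), PFA-fixed / Evaluation: percent CD8+ FL2 mean versus row control / Benchmarks: naked versus QL9-loaded vesicles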
PMI inhibitors = inhibitors of human PMI, primary screen, biochemical, fluorescence intensity, coupled assay (AID 1209); Mannose-6-phosphate isomerase (Homo sapiens); purified PMI enzyme, coupled fluorescence intensity; higher % means a stronger effect; inhibition, % at 20 µM, or IC50 in µM where a hit was titrated; hit rate 0.42% among 190,000; in the data active = inhibition above about 50%;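 also: plate controls were DMSO vehicle for no effect and wells lacking substrate for full effect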
Myeloid diff MLP = induction of myeloid progenitor differentiation, primary screen, cell-based, flow cytometry, MLPCN library. ER-HoxA9 myeloid progenitors, lysozyme-GFP differentiation. calls only at 10 µM. hit rate 1% among 360,000;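 active = normalized GFP-positive differentiation at or above the plate's own cutoff, the solvent-only control mean plus 3 SD; inconclusive = no clear call, values can overlap the other calls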;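 also: cells exposed to compound for four days before flow analysis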
MT stabilizer = microtubule stabilizers in HeLa cells, primary screen, imaging, high-content imaging. hit rate 0.83% among 200,000. AID 2205, 2009. HeLa tubulin immunostaining HCS, 24 h; share of cells brighter than vehicle mean+2SD. % tubulin-high responders, % at 10 µM;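 active = plate Z-score above 3 for both tubulin-high and condensed-nucleus cell shares, with cell loss under 80%, at 10 µM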;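 also: anti alpha tubulin signal scored within the nucleus-defined area of each cell; some results filed as inactive read as strong as hits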
Lipid droplet = inhibitors of hepatocyte lipid droplet formation, primary screen, imaging, high-throughput imaging, BODIPY stain. AML12 mouse hepatocytes, oleate lipid droplets. inhibition, % at 6.5 µM. hit rate 0.4% among 240,000;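 active = lipid droplet intensity inhibited by at least 50%, with more than 500 cells counted; inconclusive = wells with under 300 cells, treated as cytotoxic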
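Technique: fluorescence imaging, 20x objective, two fields per well / Assay system: AML12 hepatocytes (mouse) / Measure: % inhibition of lipid droplet signal / Doses: 6.5 µM single-point dosing / Incubation: overnight exposure / Reagent: 100 µM oleic acid challenge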
Dynein transport = inhibitors of GR-EGFP nuclear translocation, primary screen, dynein cargo transport inhibitor project, imaging, high-content, 3617.4 mouse cells; test concentration mostly 20 µM; stimulated with dexamethasone, 1 µM; stronger effect = lower value; z-score, hits read low; hit rate 0.47% among 220,000;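 active = plate z-score of nuclear minus cytoplasmic receptor signal below a set negative limit, without overly bright fluorescence or cell loss, cut at about -3.5 in these data, passing the limit was not always enough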;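 also: z-score of nuclear minus cytoplasmic ring GR-EGFP intensity difference per well; some compounds called inactive have numbers as strong as hits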
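Buffer or medium: Induction medium lacking tetracycline, stripped serum | Also added: Dexamethasone agonist, 1.0 µM final, for 30 min | Timing: 48 h induction, 1 h compound, 30 min dex at 37 °C | Detection: Formaldehyde fixation, Hoechst nuclear stain, 10x automated fluorescence imaging | Measure: Nuclear versus cytoplasmic GR-EGFP signal, averaged per well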
Ins promoter up = insulin promoter activators in MIN6 cells, imaging, high-content screening, mouse beta cells; MIN6 insulin promoter-GFP reporter; stronger effect = higher value; z-score at 5 µM; AID 1625, 2009; hit rate 0.3% among 190,000;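 active = z-score above 3 at 5 µM with at least 500 cells counted in the well; inconclusive = wells under 500 cells, flagged as cytotoxic or low count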
TNAP activators = human TNAP enzyme activators, primary screen, biochemical, luminescent, no phosphate acceptor, uHTS (AID 1001). activation fold at 20 µM; hits with a dose series show EC50 in µM. hit rate 0.03% among 200,000. purified TNAP, luminescent activation assay, no phosphate acceptor; higher activation fold means a stronger effect. Alkaline phosphatase, tissue-nonspecific isozyme (Homo sapiens); in the data active = activation fold from about 3, or a potency from the dose series; inactive = the rest, 99 in 100 with activation fold below about 1.6; also: many of its hits are not listed in these tables
bCat nuc transl = modulators of beta-catenin nuclear translocation, primary screen, imaging, HeLa cells, immunofluorescence, high-content. nuclear translocation activity, % at 5 µM. AID 1665, 2009. hit rate 0.3% among 190,000;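 active = nuclear translocation activity above 50% at 5 µM, with a well cell count of 50 or more; inconclusive = wells under 50 cells across six images, flagged as toxic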;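 also: per-cell ratio of nuclear to cytoplasmic median beta-catenin stain intensity; plate controls were DMSO negative control for no effect and GSK-3 inhibitor IX positive control for full effect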
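System: HeLa cells, endogenous beta-catenin; compound dosing: 5 µM primary single dose, 0.1% DMSO, 0.02–20 µM confirmation series; incubation: 24 h compound exposure at 37°C, 5% CO2; signal: beta-catenin immunofluorescence imaging with DAPI; evaluation: % activation, nuclear-to-cytoplasmic median beta-catenin signal ratio per cell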
Dynein transport cytoplasmic EGFP = further read-out of Dynein transport, marked with its call; z-score; measured here: cytoplasmic GR-EGFP intensity; stronger effect = higher value
Dynein transport nuclear GR-EGFP = also measured in Dynein transport; calls as there; z-score; measured here: nuclear GR-EGFP intensity;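 lower value marks the stronger effect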
Dynein transport cell count = further read-out of Dynein transport, marked with its call; z-score; measured here: cell count per field
Ins promoter up cell count = also measured in Ins promoter up; calls as there; cell count; measured here: cytotoxicity, nuclei count;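 total cells summed across four imaged fields per well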
Lipid droplet cells 6.5 µM = further read-out of Lipid droplet, marked with its call; cell count; measured here: cell count, cytotoxicity flag;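 cells counted across two imaged fields per well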
bCat nuc transl cell count 5 µM = recorded beside bCat nuc transl, whose call it bears; cell count; measured here: cell count, cytotoxicity flag
T cell modulator vesicle-bound % = further read-out of T cell modulator, marked with its call; double positive events, %; measured here: CD8+ vesicle-bound cell fraction;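 binding gate set so that unloaded-vesicle control wells show 10% double positive cells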
MT stabilizer Hoechst-high % = also measured in MT stabilizer; calls as there; % Hoechst-high responders; measured here: nuclear condensation Hoechst responders;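 share of cells brighter than vehicle mean plus two SD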
MT stabilizer cytotoxicity % = further read-out of MT stabilizer, marked with its call; toxicity, %; measured here: cytotoxicity by cell density;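 0% = mean cell density of plate MIN control wells and 100% = no cells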
Myeloid diff MLP GFP+ MAC1+ % = second read-out of Myeloid diff MLP, no call of its own (marks repeat the call); GFP+ MAC1+ double positive, %; measured here: differentiation confirmed by MAC1 staining
* = called active by the depositor; i = inactive; ? = inconclusive; nt = no result given.

SMILES | T cell modulator | T cell modulator vesicle-bound % | PMI inhibitors | Myeloid diff MLP | Myeloid diff MLP GFP+ MAC1+ % | MT stabilizer | MT stabilizer Hoechst-high % | MT stabilizer cytotoxicity % | Lipid droplet | Lipid droplet cells 6.5 µM | Dynein transport | Dynein transport cytoplasmic EGFP | Dynein transport nuclear GR-EGFP | Dynein transport cell count | Ins promoter up | Ins promoter up cell count | TNAP activators | bCat nuc transl | bCat nuc transl cell count 5 µM
Cc1ccnc(NC(=O)CCC(=O)N(CC(=O)NCC2CCCO2)Cc2ccc(F)cc2)c1 (stereo not drawn) | i | 43.2 | -6.6% | i | 0.6 | 5.0 | 3.5 | 3.3 | nt | nt | -0.155 | -0.218 | 0.173 | 0.309 | 0.04 | 1268 | 1.1 | -0.2 | 1163
CCn1cc(S(=O)(=O)CC(=O)NC2CCCCC2)c2ccccc21 | i | 14.7 | -14.5% | i | 0.3 | 5.2 | 4.1 | 10.3 | nt | nt | -0.832 | 0.278 | 0.138 | 0.581 | -0.14 | 1492 | 1 | -0.4 | 1352
O=C(CCC(=O)NNC(=O)Nc1cccc(Cl)c1)NCc1ccccc1 | i | 21.8 | 4.4% | i | 0.8 | 3.7 | 1.7 | 9.1 | 21.1 | 687 | 1.61 | -0.321 | 0.3 | -0.821 | -0.77 | 1521 | 1.3 | -0.1 | 996
CC1(C)Cc2c(c(-c3ccco3)nc3sc4c(NCCN5CCOCC5)ncnc4c23)CO1 | i | 57.0 | 14.1% | i | 0.2 | 15.9 | 10.5 | 40.5 | 4.9 | 711 | -0.224 | -0.153 | 0.286 | 0.962 | -0.48 | 1435 | 0.9 | -0.5 | 1020
COc1ccc(-c2noc(CSc3nc4ccccc4c(=O)n3-c3ccccc3)n2)cc1OC | i | 6.4 | 14.1% | i | 1.2 | 3.3 | 2.6 | 5.8 | -32.1 | 688 | -0.0679 | -0.194 | -0.113 | 1.1 | nt | nt | 1.1 | nt | nt
COc1ccc(Br)cc1/C=N/NC(=O)c1cccc(S(=O)(=O)N2CCOCC2)c1 | i | 41.9 | -5.4% | i | 0.4 | 4.8 | 2.6 | 1.1 | 2.6 | 650 | -0.475 | -0.295 | -0.659 | 0.495 | nt | nt | 1 | 5.9 | 929
CSc1nncn1/N=C/c1cc(Cl)ccc1F | i | 20.9 | 5.0% | i | 2.7 | 6.3 | 2.0 | 4.7 | nt | nt | -0.184 | -0.236 | 0.000494 | 0.774 | 0.82 | 1288 | 1.1 | -1.6 | 787
Cc1cc(C(=O)NNC(=S)NC(C)c2ccccc2)cs1 (stereo not drawn) | i | 42.4 | -5.5% | i | 0.4 | 7.0 | 2.1 | 8.7 | -2.2 | 590 | 0.606 | -0.221 | 0.404 | 0.305 | -0.03 | 1135 | 2.7 | 5.8 | 515
COC(=O)c1c(-c2ccccc2)csc1NC(=O)c1ccco1 | i | 41.7 | -0.3% | i | 4.4 | 4.4 | 2.5 | 4.3 | nt | nt | 2.14 | 0.0457 | 1.48 | -2.6 | 1.37 | 921 | 1.1 | -0.5 | 1182
c1coc(CNc2ncnc3c2oc2ccccc23)c1 | i | 41.5 | 4.0% | i | 0.8 | 2.9 | 0.9 | 0.7 | nt | nt | -0.73 | -0.0731 | -0.0261 | 0.356 | -0.84 | 671 | 1.1 | -2.6 | 797
COCCn1c(SCC(=O)Nc2ccc(C)cc2)nc2c(oc3ccccc32)c1=O | i | 27.1 | 13.8% | i | 0.5 | 5.1 | 2.1 | 0.0 | -9.8 | 525 | 0.627 | -0.179 | 0.931 | -1.23 | 0.45 | 1481 | 1.1 | 1.9 | 1014
COC(=O)c1cc(Cl)c(NC(=O)/C=C/c2ccc(Cl)cc2Cl)cc1OC | i | 32.5 | 15.3% | i | 4.4 | 2.6 | 1.8 | 1.2 | -5.6 | 581 | -0.127 | -0.189 | -0.349 | 0.302 | 1.12 | 1781 | 1 | nt | nt
Cc1onc(-c2ccccc2)c1CNC(=O)Nc1cccc(Cl)c1 | i | 13.1 | nt | ? | nt | nt | nt | nt | -3.0 | 725 | -0.118 | 0.0414 | -0.103 | -0.0505 | -0.2 | 1218 | nt | -1.3 | 1076
C[C@@H](C[C@@H](O)[C@H](O)C(C)(C)O)[C@@H]1CC[C@]2(C)C3=CC[C@H]4C(C)(C)C(=O)CC[C@]4(C)[C@H]3CC[C@@]12C | i | 19.8 | 14.3% | i | 0.7 | 2.3 | 3.1 | 3.6 | -4.0 | 716 | 0.0575 | -0.174 | 0.337 | 0.291 | -1.38 | 788 | 1.5 | nt | nt
O=C(CSc1ccc(-c2nc3ccccc3[nH]2)cn1)N1CCN(C(=O)c2ccco2)CC1 | i | 10.0 | 13.8% | i | 5.9 | 12.2 | 2.9 | 5.9 | nt | nt | -0.614 | 0.181 | -0.0476 | 0.173 | 2.02 | 1074 | 1 | -2.8 | 866
CCn1c(=O)n(CC)c2cc(S(=O)(=O)Nc3ccccc3C)c(C)cc21 | i | 13.6 | 4.9% | i | 0.4 | 1.7 | 1.0 | 4.6 | 40.4 | 716 | 1.4 | -0.216 | 0.761 | -0.536 | -0.97 | 1322 | 1.1 | 0.3 | 1082
CC(C)Cn1c(C(C)C)nc([N+](=O)[O-])c1Sc1ccc(Cl)cn1 | i | 9.3 | -0.3% | i | 0.5 | 6.0 | 2.2 | 3.8 | -4.6 | 766 | -0.0131 | -0.0346 | -0.15 | -0.399 | nt | nt | 1.1 | nt | nt
COC(=O)c1ccc(O)c(Sc2cc(C(=O)OC)ccc2O)c1 | i | 52.3 | 23.9% | i | 1.3 | 4.1 | 2.0 | 8.7 | -11.3 | 533 | -0.625 | -0.0484 | -0.634 | 0.528 | 0 | 1767 | 1 | -0.9 | 1057
CC(C)(C)SCCNC(=O)CN(c1ccccc1)S(=O)(=O)c1ccccc1 | i | 45.3 | 4.5% | i | 0.1 | 3.7 | 1.7 | 6.8 | -17.4 | 692 | 1.08 | -0.2 | 0.757 | -0.903 | nt | nt | 1.1 | -2.5 | 1012
O=C(O)Cc1csc2ccccc12 | i | 52.5 | 4.3% | i | 0.4 | 2.2 | 2.4 | 10.3 | 6.8 | 804 | -0.546 | -0.222 | -0.00614 | 0.709 | -0.6 | 1038 | 1.1 | 4.3 | 1118
COc1cc(C(=O)NCC(=O)N/N=C/c2ccccn2)cc(OC)c1OC | i | 58.2 | 0.8% | i | 0.1 | 3.3 | 2.8 | 6.2 | 11.8 | 730 | -0.868 | -0.211 | -0.618 | 0.683 | -0.42 | 1206 | 1.1 | 0.3 | 1073
Cc1ccc(/C=N/NC(=O)c2n[nH]c3c2CCCC3)cc1 | i | 36.3 | nt | ? | nt | nt | nt | nt | ? | nt | -0.0664 | -0.255 | -0.0214 | 0.335 | -0.74 | 578 | nt | 57.9* | 437*
COc1ccc(C(=O)NC(=S)NNC(=O)c2cnccn2)cc1OC | i | 69.5 | nt | i | 0.5 | 4.6 | 0.7 | 4.5 | -2.1 | 544 | -0.0663 | -0.212 | -0.0785 | -0.00204 | -0.19 | 1314 | 0.9 | -0.9 | 1085
Cc1ccc(NC(=O)C2CC(=O)n3c(nc4ccccc43)N2)cc1 (stereo not drawn) | i | 26.6 | 2.0% | i | 1.8 | 1.8 | 1.5 | 5.2 | nt | nt | -0.097 | -0.0898 | 0.667 | 0.614 | 0.1 | 1465 | 1.1 | 0.9 | 1410
CCOC(=O)CSc1nc2c(c(=O)n1-c1ccc(OC)cc1)SCC2 | i | 29.2 | 1.4% | i | 1.7 | 2.1 | 3.1 | 11.2 | -0.8 | 678 | -0.55 | -0.288 | -0.166 | 0.97 | -1.07 | 1549 | 1.1 | 0.0 | 931
CC(C)OC(=O)/C(=C\c1cccc2ccccc12)NC(=O)c1ccccc1 | i | 57.5 | 8.7% | i | 0.3 | 2.9 | 2.2 | 9.1 | 23.3 | 600 | 0.66 | -0.258 | 0.669 | -0.316 | -0.49 | 1551 | 1.2 | 1.6 | 1144
CC1(C)CC(=O)c2ccc(O)cc2O1 | i | 65.5 | -12.1% | i | 0.1 | 3.9 | 1.7 | 11.5 | 0.2 | 672 | 0.248 | 0.0325 | 0.163 | -0.445 | -0.01 | 1307 | 1 | -1.3 | 1101
Cc1ccccc1NS(=O)(=O)CCCCC(Cl)(Cl)Cl | i | 50.1 | 0.1% | i | 0.3 | 3.5 | 1.9 | 3.0 | 8.4 | 651 | -1.21 | -0.269 | -0.747 | 1.09 | -1.08 | 1298 | 1.1 | 1.1 | 1137
C=CCNC(=S)NNC(=O)c1cccn(Cc2ccc(Cl)cc2)c1=O | i | 21.7 | -6.1% | i | 1.0 | 3.5 | 1.2 | 5.8 | nt | nt | -0.593 | -0.215 | -0.437 | 0.932 | 0.29 | 1642 | 1.1 | 1.9 | 1283
